GLS inhibitor = glutaminase GLS (human) inhibition; Potency, µM (series often up to 45.5 µM), inactives show top-dose activity change, negative = inhibition, actives largely listed as inhibitors; 0.21% of 410,000 active; GLS enzymatic activity, qHTS titration; note: % is set by controls: 0 for no effect and ±100 for the full control effect
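hKGA in 45 mM KH2PO4 (pH 8.2), 0.02% Tween-20 with compound, then 1mM L-Glutamine (stock as added) plus glutamate oxidase/HRP/Amplex red coupling mix. Fluorescence read initially and after 30 min at RT; signal change reflects glutamate formation.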
BAZ2B inh = BAZ2B (human) inhibition | Q9UIF8 | AlphaScreen BAZ2B-H3K14Ac peptide displacement | Potency, µM (titrated, usually from 114 µM), for the others: at the highest dose activity change, negative = inhibition, usual class: inhibitors | 4.4% of 360,000 active | AID 504333; note: % is set by controls: 0 for no effect and ±100 for the full control effect; nearly all actives have a fitted effect of over 60% in size
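AlphaScreen displacement of biotin-H3(5-23)K14Ac peptide (50 nM final) from BAZ2B (50 nM final) in PBS pH 7.4, 0.01% Tween-20; complex preformed 30 min RT, then compounds (top 110 uM) 30 min RT, beads 20 min dark.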
HP1b binding inh = HP1-beta chromodomain-methylated histone interaction inhibition; AlphaScreen HP1-beta / biotin-H3K9me3 peptide binding; 0.56% of 390,000 active; Potency, µM (series often up to 114 µM), for the others: at the highest dose activity change, negative = inhibition, usual class: inhibitors; P83916; note: nearly all actives have a fitted effect of over 70% in size; inactives centre near 23
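Compound inhibition of the preformed complex between 50 nM HP1-beta and 50 nM biotinylated H3K9me3 peptide was read by AlphaScreen. Buffer was PBS pH 7.4 with 0.01% Tween-20. Incubations ran 30 min at room temperature, with 10 ug/mL donor/acceptor beads.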
Pol iota inh = inhibitors of human DNA polymerase iota. Pol iota fluorescent replication assay, 10 min. Q9UNA4. 1% of 390,000 active. Potency, µM (series often up to 115 µM), without a hit: top-dose activity, negative = inhibition, usual class: inhibitors
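Fluorescent replication assay read twice, at 0 min and 10 min after adding 50 nM (final) substrate. Enzyme (10 nM) and compounds were first incubated 15 min at room temperature; enzyme-free buffer wells were negative controls.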
Pin1 inhibitor = inhibitors of human Pin1; Potency, µM (titrated, usually from 115 µM), without a hit: top-dose activity, negative = inhibition, actives largely listed as inhibitors; 0.009% of 390,000 active; AID 504891; Pin1 FP peptide displacement, HiFluor488, 10 min; Q13526; active = well fitted inhibition curve with a large enough effect in the polarisation, with a control signal flat, not every such curve was filed as active; inconclusive = small, poorly fitted or top-dose-only effect, or effect the other way, or a change in a side signal; inactive = no such curve, though single readings can be large or run the other way; the % refers to the polarisation; note: % is set by controls: 0 for no effect and ±100 for the full control effect
G9a block = blocks human histone lysine methyltransferase G9a | Q96KQ7 | G9a H3K9 monomethylation, AlphaScreen, 2 h | Potency, µM (top dose mostly 102 µM), without a hit: top-dose activity, negative = inhibition, most hits filed as inhibitors | 8.8% of 350,000 active; note: % is set by controls: 0 for no effect and ±100 for the full control effect; nearly all actives have a fitted effect of over 75% in size
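Compounds were preincubated with 20 nM G9a for 15 min, after which biotinylated H3K9 peptide (500 nM) and SAM (20 uM) started a 2 h room-temperature reaction. Monomethylated product was quantified by antibody-based AlphaScreen chemiluminescence.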
Tb PGK inh = T. brucei PGK inhibition; Potency, µM (doses to about 57.5 µM), inactives show top-dose activity change, negative = inhibition, usual class: inhibitors; PGK/GAPDH coupled, Kinase-Glo luminescence, 60 min; AID 602233; 0.043% of 380,000 active; note: % is set by controls: 0 for no effect and ±100 for the full control effect; nearly all actives have a fitted effect of over 60% in size
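Luminescent ATP detection (Kinase-Glo Plus) follows a 60-minute room-temperature incubation, with wells lacking PGK as controls. Buffer: 100 mM TEA (pH 7.6), 5 mM MgCl2, 0.01% Tween-20. Coupling enzyme GAPDH (100 nM final) supplies unstable 1,3-BPG in-well.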
BLM inh = Bloom syndrome helicase (human) inhibition | recombinant BLM DNA unwinding, fluorescence dequenching | Potency, µM (series often up to 56.1 µM), for inactives: at the top dose activity change, negative = inhibition, usual class: inhibitors | P54132 | 0.2% of 350,000 active;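 note: plate controls were vehicle for no effect and no enzyme for full effect; nearly all actives have a fitted effect of over 35% in size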
JMJD2A Tudor inh = blocks the human JMJD2A Tudor domain | Potency, µM (titrated, usually from 114 µM), inactives show at the top dose activity change, negative = inhibition, most hits filed as inhibitors | AlphaScreen JMJD2A-Tudor / H3K4me3 peptide binding | AID 504339 | O75164 | 4.4% of 390,000 active; note: % is set by controls: 0 for no effect and ±100 for the full control effect; nearly all actives have a fitted effect of over 50% in size
An asterisk follows results filed as active; i = inactive; ? = inconclusive; nt = no result given; & = joins results of further samples; ! = repeats disagree; [ ] = remark or other dose. Unless noted, calls come from the whole dose curve; as a rule, active = well fitted curve in the direction sought with a large enough effect; inconclusive = small, poorly fitted or top-dose-only effect, or another doubt; inactive = no such curve, though single readings can be large; an effect the other way counts as inactive or inconclusive. Potency is the fitted concentration of half-maximal effect. The list is partial, so the mix of outcomes need not match the whole.

structure	BAZ2B inh	Tb PGK inh	Pol iota inh	JMJD2A Tudor inh	HP1b binding inh	G9a block	GLS inhibitor	BLM inh	Pin1 inhibitor
CN(C)[C@@H]1C(=O)C(C(N)=O)=C(O)[C@@]2(O)C(=O)C3=C(O)c4c(O)ccc(Cl)c4[C@@H](O)[C@H]3C[C@@H]12	10µM*	4%	?	25µM*	8%	7.9µM*!	37%[activator]	-9%	22%
CCN(CC)C(=O)CSc1nnc(-c2ccccc2)n1-c1ccccc1	5%	-7%	4%	50µM*	60%[activator]	28µM*	1%	1%	0%
COc1cc(OC)c(NC(=O)Cc2ccc(OC)c(S(=O)(=O)N3CCOCC3)c2)cc1Cl	-23%	i	17%	-16%	15%	-4%	-9%	0%	-3%
Oc1c(Br)cc(CNC2CCCCC2)cc1Br	nt	-4%	25%	-34%	?	nt	-13%	nt	-1%
O=C(N/N=C/c1ccc2c(c1)OCO2)c1ccn(Cc2ccc(Cl)cc2)n1	-4%	-7%	-4%	-11%	7%	15%	3%	0%	-10%
COc1cc(NC(=O)c2cc(Cl)c(OC)c(Cl)c2)ccc1NC(=O)c1cc2ccccc2o1	3%	-1%	0%	-19%	14%	0%[59 µM]	-6%	-6%	13%
CS(=O)(=O)NCCSc1cc(C(F)(F)F)nc2ccccc12	-28%	i	40%[activator]	-2%	12%	23%	0%	0%	8%
CCN(CC)S(=O)(=O)c1ccc2oc(Nc3ccc4c(c3)OCCO4)nc2c1	0%	1%	-17%	-7%[11.4 µM]	-5%	?	5%	-2%	-1%
CCCCCCCCCCCCC(NC(C)=O)(C(=O)OCC)C(=O)OCC	47%[activator]	4%	36%[activator]	11%	38%	146%[activator]	5%	-19%	-3%
COc1ccc(S(=O)(=O)NCC2CCCN(C(=O)C=C(C)C)C2)cc1 (stereo unspecified)	-17%	-2%	8%	-8%	46%[activator]	3%	-9%	-4%	1%
CCN(C(=O)COC(=O)c1cn(-c2ccccc2)nc1-c1ccccc1)C1CCS(=O)(=O)C1 (stereo unspecified)	-9%	0%	-20%	-16%	-9%	3%	-2%	-7%	-2%
O=C(CCC1CCCCC1)Nc1cccnc1	8%	i	3%	13%	34%	11%	8%	2%	0%
CCCN(C(=O)COC(=O)c1[nH]c(C)c(C(=O)OC)c1C)c1c(N)n(Cc2ccccc2)c(=O)[nH]c1=O	-7%	-2%	-21%	-7%	18%	?	-7%	nt	?
COc1ccccc1N1CCN(CC(C)N(C(=O)C2CCCCC2)c2ccccn2)CC1 (stereo unspecified)	-6%	-3%	55%[activator]	-8%	13%	13%[0.501 µM]	-5%	-3%	9%
Cc1cc(C)n(-c2ccc(C(F)(F)F)cc2[N+](=O)[O-])n1	-20%	0%	9%	1%	15%	-6%[59 µM]	-2%	0%	0%
Cc1cccc(CN(C)CCc2ccccn2)c1	?	i	9%	3.2µM*	?	?	0%	2%	-10%
CCCc1cc(NCCN(C)C)n2c(nc3ccccc32)c1C#N	-1%	-3%	37%[activator]	12%	41%[activator]	9%	18%	-14%	-3%
CN(C)S(=O)(=O)c1cccc(C(=O)OCC(=O)NCc2ccc3c(c2)OCO3)c1	nt	i	-5%	-6%	20%	-2%	-8%	0%	-4%
CCOc1ncccc1C(=O)OCC(=O)N1CCN(S(=O)(=O)c2ccccc2)CC1	-1%	-6%	6%	-11%[57.1 µM]	62%[activator]	?	-8%	2%	-5%
Cc1c(-c2nn(C)c(=O)c3ccccc23)oc2ccc(F)cc2c1=O	2%	3%	?	-8%	14%	-9%	20%	-11%	-6%

Brought forward from above: 2 entries, followed by the next part.
structure	BAZ2B inh	Tb PGK inh	Pol iota inh	JMJD2A Tudor inh	HP1b binding inh	G9a block	GLS inhibitor	BLM inh	Pin1 inhibitor
CCOc1ncccc1C(=O)OCC(=O)N1CCN(S(=O)(=O)c2ccccc2)CC1	-1%	-6%	6%	-11%[57.1 µM]	62%[activator]	?	-8%	2%	-5%
Cc1c(-c2nn(C)c(=O)c3ccccc23)oc2ccc(F)cc2c1=O	2%	3%	?	-8%	14%	-9%	20%	-11%	-6%
COc1ccc(C2C(C(=O)c3sc(C)nc3C)=C(O)C(=O)N2CCN2CCOCC2)cc1 (stereo unspecified)	17%	-3%	-8%	50µM*	20%	?	-7%	5%	-3%
N#Cc1ccc(C(=O)Nc2cc(C3CC3)nn2-c2ccccc2)cc1	-2%	0%	-1%	-9%	23%	1%[2.33 µM]	-1%	nt	-1%
COc1cc(C(=O)NCc2ccccc2)cc(Br)c1OC	10%	-1%	61%[activator]	-8%	35%	27%[59 µM]	-1%	-6%	-5%
CCOC(=O)c1ccc2c(c1)nc(SCC(=O)N1CCCCC1)n2CC	-1%	-1%	2%	-9%	20%	-30%	6%	-6%	-2%
Cc1cc(C(F)F)n2ncc(C(=O)NCCc3ccc(Cl)cc3)c2n1	-5%	6%	10%	5%	43%	10%[59 µM]	16%	0%	2%
C=CC(C)n1c(Br)nc2c1c(=O)[nH]c(=O)n2C (stereo unspecified)	-3%	2%	66%	-2%	30%	?	-2%	-2%	-4%
CCSc1nsc(NC(=O)Nc2cccc(OC)c2)n1	-7%	4%	-8%	-8%	40%[activator]	-7%	2%	-9%	-3%
COn1c(=O)c(-c2ccc(C)cc2)[n+]([O-])c2ccccc21	1%	nt	-19%	-13%	16%	?	-3%	-2%	-4%
Cc1ccc(C)c(CS(=O)(=O)c2cn(CC(=O)N3CCCCC3)c3ccccc23)c1	-32%	0%	29%	0%	31%	-13%[59 µM]	-4%	-1%	4%
COc1c(NC(C)=O)c2ccccc2c2ccccc12	-4%	-4%	21%	-6%	3%	nt	-3%	-1%	-5%
CCCCn1c(N)c(N(CCOC)C(=O)c2ccc(S(=O)(=O)N3CCCCCC3)cc2)c(=O)[nH]c1=O	-3%	0%	17%	1%	30%	?	-1%	nt	1%
O=C(CSC1=NS(=O)(=O)c2cc(F)ccc2N1)Nc1ccccc1	3%	-5%	-7%	?	17%	-22%	12%	nt	3%
COc1ccc(NC(=O)c2ccccc2Oc2ccccc2)cc1	5%	-2%	4%	27%	68%[activator]	92%[activator]	11%	-7%	-2%
CCN(Cc1ccccc1)S(=O)(=O)c1ccc(-c2coc(C)n2)cc1	?	0%	?	-29%	7%[57 µM]	7%[59 µM]	-15%	-3%	15%
C[C@@H](C(=O)Nc1ccc2ccccc2c1)[C@@H]1C[C@@]1(C)[C@@H](NC(=O)c1cccnc1)c1ccccc1	-12%	-3%	0%	-28%	20%	50µM*	3%	-1%&-14%	7%
CN1CCN(/N=C/c2nc(-c3ccc(Cl)cc3)n3ccccc23)CC1	50µM*	-1%	21%	?	-19%	16µM*	9%	1%	3%
O=C(/C=C/c1ccc(Cl)cc1Cl)N1CCN(c2ccc([N+](=O)[O-])c(N3CCOCC3)c2)CC1	?	-6%	-15%	-34%	1%	?	-14%	1%	17%
CCCCOC(=O)Nc1ccc(N(C)C)cc1	40µM*	i	5%	79µM*	?	1.6µM*	19%	5%	-5%
COCCCNC(=O)Cn1c(=O)n(CCCCCC(=O)Nc2ccccc2)c(=O)c2sccc21	-7%	-2%	20%	1%	19%	1%[59 µM]	9%	3%	1%
O=C(Nc1cccc(C(F)(F)F)c1)C1CC(=O)N(CCc2ccccc2)C1 (stereo unspecified)	-2%	-3%	16%	-26%	56%[activator]	-9%[12.7 µM]	1%	nt	1%
COc1ccc(-c2cc(C(=O)NCCN3CCOCC3)c3ccccc3n2)cc1OC	2%	-3%	11%	-13%	9%	-4%	5%	-3%	-7%
CS(=O)(=O)N1CCN(Cc2ccccc2C(F)(F)F)CC1	3%	i	7%	-16%[11.4 µM]	30%	14%[59 µM]	-17%	1%	-1%
CCCN1CCN(CC(=O)Nc2nncs2)CC1	-11%	-7%	-15%	0%	2%	-8%	-11%	-2%	6%
O=C(O)CSc1cc(NS(=O)(=O)c2cccc([N+](=O)[O-])c2)c2ccccc2c1O	?	-18%	3.2µM*	-35%[11.4 µM]	10µM*	2.5µM*	?	18µM*	?
CCOC(=O)C1CCN(C(=O)CCNS(=O)(=O)c2ccc(C)cc2)CC1	4%	-5%	5%	-6%	57%[activator]	4%[12.7 µM]	-1%	nt	17%
O=C1c2oc3ccccc3c(=O)c2C(c2ccccn2)N1Cc1ccccc1 (stereo unspecified)	-6%	-4%	-8%	-9%[11.4 µM]	-5%	?	-10%	2%	3%
CCOC(=O)Cn1c(=O)n(CC2CCCO2)c2nc(-c3ccc(CC)cc3)nc(C(N)=O)c21 (stereo unspecified)	1%	-7%	-12%	-7%	31%[57 µM]	11%[59 µM]	5%	-1%	15%
Cc1ccc(OCC(=O)NNC(=O)C2CCCO2)c(C)c1 (stereo unspecified)	12%	-6%	29%	-3%	42%[activator]	6%	3%	-3%	3%
O=C(CCCSc1nc2ccccc2c(=O)[nH]1)c1ccccc1	-1%	0%	9%	8%	33%	5%	2%	-1%	9%
CC(C)(C)C(=O)C[n+]1ccccc1	-14%	0%	-6%	-2%	73%[activator]	3%	-3%	-3%	0%
O=C(Nc1ccc(F)cc1)c1cccnc1N1CCOCC1	8%	7%	-3%	-15%	22%	-1%[59 µM]	-4%	5%	-2%
O=C(Nc1ccccc1F)N1CCC(NC(=O)C23CC4CC(CC(C4)C2)C3)CC1	-4%	2%	11%	-13%	-13%	1%	5%	-1%	-2%
NC(=O)c1ccc(Cn2c(C(=O)c3ccc(Cl)cc3)c3ccccc3[n+]2[O-])cc1	?	5%	-3%	?	-13%	13%[2.33 µM]	10%	nt	-3%
Cc1cccc(N(C(=O)CCC(=O)Nc2cc(C)on2)C(C(=O)NC2CCCC2)c2ccc(C)o2)c1 (stereo unspecified)	-26%	2%	?	-21%	11%	?	6%	1%	4%
NC(N)=NC(N)=Nc1cccc2ccccc12	-23%	8%	103%[activator]	-26%	5%	23%	-10%	-4%	7%

Compound activity deposited in PubChem by National Center for Advancing Translational Sciences (NCATS).
